GAA glycogen mod: alters human alpha-glucosidase cleavage of glycogen | P10253 | recombinant GAA, glycogen substrate, Amplex Red glucose oxidase fluorescence | Potency, µM (top dose mostly 76.4 µM), for the others: top-dose activity change, negative = inhibition, most hits filed as inhibitors | 300,000 compounds, 0.38% hits | AID 2100;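 further: 0% = full enzyme reaction and -100% = no-enzyme basal signal; the screen sought inhibitors and activators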
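qHTS, 1536-well; enzyme 4 nM final; cpd up to 77 uM; substrate bovine liver glycogen 30 ug; 50 mM citrate/phosphate pH 5.0, 0.01% Tween-20; 37 C, 40 min; Amplex Red detection 45 min RT; Hill fit → AC50.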
RGS12 GoLoco inh: RGS12 GoLoco-Gai1 interaction inhibition; 230,000 compounds, 0.44% hits; Gai1:RGS12 GoLoco peptide FP, rhodamine, 10 min; P63096; Potency, µM (titrated, usually from 61.6 µM), for the others: top-dose activity, negative = inhibition, actives largely listed as inhibitors; AID 880; active means well fitted inhibition curve with a large enough effect, not every such curve was filed as active; inactive means no such curve, though single readings can be large or run the other way; further: on the % scale 0 is the no-effect control and ±100 the full control effect; nearly all actives have a fitted effect of over 30% in size; many of its hits are not listed in these tables
Target sequence (P63096 whole entry, looked up): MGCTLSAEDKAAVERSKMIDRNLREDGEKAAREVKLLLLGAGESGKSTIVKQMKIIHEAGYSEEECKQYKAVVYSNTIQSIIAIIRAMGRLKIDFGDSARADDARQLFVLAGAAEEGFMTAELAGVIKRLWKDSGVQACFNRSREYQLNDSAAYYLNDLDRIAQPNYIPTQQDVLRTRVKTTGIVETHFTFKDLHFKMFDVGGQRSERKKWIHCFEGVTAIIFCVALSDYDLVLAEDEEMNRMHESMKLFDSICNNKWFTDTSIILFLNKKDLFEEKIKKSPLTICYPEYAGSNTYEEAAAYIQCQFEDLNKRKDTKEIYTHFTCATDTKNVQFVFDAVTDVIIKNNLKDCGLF
IMPase Li cell: cell-permeable IMPase inhibitors with lithium potentiation; AID 1457; Potency, µM (titrated, usually from 59.4 µM), for inactives: at the highest dose activity, negative = IMPase inhibition, usual class: inhibitors; CHO-M1 cells, IP1 TR-FRET (IP-One), carbachol + lithium; 210,000 compounds, 0.35% hits;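 further: IP1 builds up when IMPase is blocked and the TR-FRET signal falls; plate controls were basal vehicle for no effect and high inhibitor control for full effect; nearly all actives have a fitted effect of over 50% in size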
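Test compounds were applied to CHO-M1 cells previously cultured for 16–30 h at 2000 per well. A small lithium amount accompanied them; after 30 min at 37C, IP1 was quantified by TR-FRET.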
HTT aggregate: reduces HttQ103-GFP aggregates in PC12 cells; 220,000 compounds, 1.1% hits; PC12 HttQ103-GFP aggregates, Acumen cytometry, 40 h; Potency, µM (highest dose often 46.1 µM), for the others: top-dose activity change, negative = inhibition, hits mostly inhibitors; further: on the % scale 0 is the no-effect control and ±100 the full control effect; nearly all actives have a fitted effect of over 60% in size
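PC12/HTTQ103-GFP, ecdysone-inducible; teb 100 nM; cpd qHTS titration; GFP aggregates read on laser cytometer, Ex 488/Em 500-530 nm.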
HTT ATP protect: cytoprotection in Huntington HTT-Q103 PC12 cell model | AID 1471 | 230,000 compounds, 0.14% hits | Potency, µM (doses to about 56.4 µM), without a hit: cytoprotection (ATP increase), most hits filed as activators | PC12 HTT-Q103 induced, cytoprotection, ATP luminescence, 40 h;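 further: % of control where 0% means no effect; nearly all actives have a fitted effect of over 45% in size; toxic huntingtin expression switched on by the ecdysone agonist tebufenozide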
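PC12 cells stably carrying ecdysone-inducible Htt exon 1 (Q103)–GFP were induced with 100 nM tebufenozide (final) alongside library compounds in a dose series. Cytoprotection was scored as retained ATP by ATPlite luminescence.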
aGlu spleen mod: inhibitors or activators of human alpha-glucosidase in spleen homogenate; P10253; human spleen homogenate, 4-MU-alpha-glucoside fluorescence; Potency, µM (top dose mostly 79.9 µM), inactives show at the highest dose activity change, negative = inhibition, actives largely listed as inhibitors; 240,000 compounds, 0.006% hits; AID 2112;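 further: 0% = enzyme with vehicle and -100% = no enzyme basal signal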
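Enzyme source: human spleen homogenate, 1 ug/well. Buffer 50 mM citric acid/K phosphate pH 5.0, 0.01% Tween-20. 4-MU-alpha-glucoside 1 mM; 37 C x 40 min; NaOH/glycine stop; fluorescence.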
GAA inh: alpha-glucosidase (human) inhibition | AID 1466 | Potency, µM (doses to about 76.9 µM), without a hit: at the top dose activity change, negative = inhibition, actives largely listed as inhibitors | 200,000 compounds, 0.005% hits | P10253 | purified human GAA, 4-MU-alpha-glucoside fluorescence;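 further: plate controls were uninhibited enzyme wells for no effect and no-enzyme background for full effect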
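Endpoint fluorogenic read: 20 min room-temperature reaction of 4 nM human alpha-glucosidase with 400 uM 4-methylumbelliferyl-alpha-D-pyranoside, pH 5.0, quenched with 1M NaOH/1M glycine pH 10. AC50 from Hill modeling.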
Active calls of the source: *; ? = inconclusive; nt = no result given; [ ] = remark or other dose. Unless noted, the call rests on the fitted dose curve; in most records, active means well fitted curve in the direction sought with a large enough effect; inconclusive means small, poorly fitted or top-dose-only effect, or another doubt; inactive means no such curve, though single readings can be large; an effect the other way counts as inactive or inconclusive. Potency means the concentration at half of the fitted maximal effect.

#	SMILES	GAA glycogen mod	RGS12 GoLoco inh	IMPase Li cell	HTT aggregate
1	O=C(NC1CCCCC1)C(Cc1ccccc1)NS(=O)(=O)c1cccs1 (stereo not drawn)	2%	10%	9%[38.3 µM]	4%
2	CC(C)(C)NC(=O)CN(C(=O)CS(=O)CC(=O)Nc1ccc(F)cc1)c1ccc(F)c(Cl)c1 (stereo not drawn)	-10%	6%	10%[38.3 µM]	2%
3	NC1(C(=O)O)CCCCC1	nt	-6%	2%	nt
4	c1ccc(N2CCN(c3nc(-c4cccs4)nc4ccccc34)CC2)cc1	-2%	5%	2%	13%
5	CCOC(=O)/C(=C\c1ccc(OC(F)F)cc1)C1=Nn2c(nnc2-c2ccc(Cl)cc2)SC1	2%	0%	16%	?
6	CSCCC(NC(N)=O)C(=O)NCC1CCCCC1 (stereo not drawn)	6%	9%	14%[38.3 µM]	8%
7	CCN(CC)c1ccc(NC(=O)Nc2ccccc2C(F)(F)F)cc1	-22%	67%[activator]	1%[38.3 µM]	12%
8	CC(C)(C)NC(=S)N/N=C/c1cccnc1	-11%	9%	nt	-3%[9.22 µM]
9	CCOc1c(N2CC(C)OC(C)C2)c(=O)c1=O (stereo not drawn)	4%	1%	nt	-24%[9.22 µM]
10	Cc1cc(NC(=O)CCCn2cnc([N+](=O)[O-])n2)no1	0%	-7%	2%	15%
11	O=C(c1ccc(S(=O)(=O)NCc2ccco2)cc1)N1CCN(Cc2ccc3c(c2)OCO3)CC1	5%	-10%	4%	16%
12	Cn1c(=O)c(-c2ccc(Cl)cc2)nc2cncnc21	nt	17%	?	nt
13	CCN1/C(=C/c2ccc3cccc(C)c3[n+]2CC)Sc2ccccc21	1%	-3%	-10%[38.3 µM]	1.1µM*
14	Cc1cc(-c2ccccc2)n(-c2ccc(C(=O)N3CCN(c4ncccn4)CC3)cc2)n1	-4%	-12%	25%[38.3 µM]	-1%
15	CCCOc1nc2c(c(=O)n(C)c(=O)n2C)n1C	3%	4%	nt	-3%[9.22 µM]

#	HTT ATP protect	aGlu spleen mod	GAA inh
1	5%[10 µM]	1%	1%
2	4%[10 µM]	-18%	2%
3	-31%[1.9 µM]	-5%	nt
4	9%[10 µM]	7%	6%
5	nt	-8%	-8%
6	-12%	8%	-7%
7	-24%	2%	-5%
8	11%[10 µM]	-17%	nt
9	-11%[10 µM]	9%	nt
10	?	-4%	2%
11	-36%[inhibitor]	-5%	6%
12	1%	8%	nt
13	-157%[inhibitor]	-27%	-22%
14	11%[1.9 µM]	-1%	-11%
15	-5%[10 µM]	4%	nt

Continued.
#	SMILES	GAA glycogen mod	RGS12 GoLoco inh	IMPase Li cell	HTT aggregate
16	CCOC(=O)C1=C(C)NC(C)=C(C(=O)OCCNC(=O)c2cccnc2)C1c1cccc([N+](=O)[O-])c1 (stereo not drawn)	0%	1%	14%	0%
17	CCOC(=O)c1snc(C(=O)NC2CCCCC2)c1N	-1%	0%	30%[38.3 µM]	2%
18	COc1ccc(-c2noc(CCC(=O)N3CCN(Cc4ccccc4)CC3)n2)cc1	0%	8%	13%[38.3 µM]	?
19	O=C(NCC(=O)N(c1cccnc1)C(C(=O)NC1CCCC1)c1ccc(F)cc1)c1ccco1 (stereo not drawn)	11%	-6%	2%	4%[9.22 µM]
20	Cc1ccc(-c2c3c(=O)n(C)c(=O)n(C)c3cn2N2CCOCC2)cc1	-2%	10%	19%[38.3 µM]	-3%
21	O=C(OCC(=O)N1N=C(c2ccc(Cl)cc2)CC1c1ccco1)c1ccco1 (stereo not drawn)	-12%	2%	19%	9%
22	CC12CCC(C(=O)N(CC3CO3)C1=O)C2(C)C (stereo not drawn)	6%	5%	-4%	13%[9.22 µM]
23	N#C/C(=C\c1ccc(O)c(O)c1)C(=O)N1CCCC1	2.8µM*	6%	22%	-3%
24	CCc1nc(NCc2ccco2)c2oc3ccccc3c2n1	-5%	25%	7%[38.3 µM]	-29%
25	CC(C)(C)C1CCC2(CC1)CC(=O)c1ccccc1O2 (stereo not drawn)	1%	0%	nt	12%[9.22 µM]
26	O=C(O)CCc1nn2c3ccccc3n(CC(=O)c3ccccc3)c2nc1=O	10%	-1%	4%[38.3 µM]	7%
27	CC(C(=O)Nc1ccccc1)N(C)CCOc1ccc(Br)cc1 (stereo not drawn)	-8%	0%	-5%	-12%
28	O=C(/C=C/c1ccccc1)NCC(=O)N/N=C\c1cccnc1	1%	11%	2%	11%
29	CN(C)c1ccc(C2CC(=O)OC3=C2C(=O)CC(C)(C)C3)cc1 (stereo not drawn)	-21%	5%	4%	5%
30	CN1C(=O)/C(=N\OC(=O)c2cccc3ccccc23)c2ccccc21	-7%	-14%	24%[38.3 µM]	3%

#	HTT ATP protect	aGlu spleen mod	GAA inh
16	nt	-7%	-4%
17	-28%[10 µM]	2%	1%
18	-17%[10 µM]	2%	4%
19	-38%	9%	9%
20	-7%	-14%	6%
21	-29%	0%	-4%
22	2%[10 µM]	-1%	2%
23	2%	-21%	-3%
24	-25%	3%	-6%[15.4 µM]
25	-9%[10 µM]	1%	nt
26	35%[10 µM]	3%	1%
27	-1%	nt	-14%
28	-11%[10 µM]	-2%	6%
29	-22%	-16%	-2%
30	7%	-4%	-5%

An excerpt from above, reduced to RGS12 GoLoco inh and HTT aggregate:
| item | molecule | RGS12 GoLoco inh | HTT aggregate |
| --- | --- | --- | --- |
| 17 | CCOC(=O)c1snc(C(=O)NC2CCCCC2)c1N | 0% | 2% |
| 26 | O=C(O)CCc1nn2c3ccccc3n(CC(=O)c3ccccc3)c2nc1=O | -1% | 7% |
| 28 | O=C(/C=C/c1ccccc1)NCC(=O)N/N=C\c1cccnc1 | 11% | 11% |

New compounds follow:
#	SMILES	GAA glycogen mod	RGS12 GoLoco inh	IMPase Li cell	HTT aggregate
31	COc1ccc(CCNC(=O)C2CCN(S(C)(=O)=O)CC2)cc1OC	-3%	-4%	12%[38.3 µM]	-20%
32	CCn1c(CC(=O)Nc2ccc(Cl)c(Cl)c2)nnc1SCc1ccc(Cl)cc1	6%	0%	1%	-16%
33	Cc1cc(Cl)ccc1NC(=O)C1CCCN1C(=O)c1cccs1 (stereo not drawn)	-1%	-7%	4%	-7%
34	CCCn1c(SCC(=O)Nc2nc3ccccc3s2)nc2c1c(=O)n(C)c(=O)n2C	6%	10%	24%[38.3 µM]	-10%
35	O=C(c1cc(-c2ccncc2)nc2ccc(Br)cc12)N1CCN(Cc2ccc3c(c2)OCO3)CC1	-11%	-2%	15%	?
36	CN(C(=O)c1coc(=O)c2ccccc12)c1ccc(F)cc1	10%	nt	nt	-4%
37	COC(=O)c1ccc(-n2c(C)cc(/C=N/Nc3nc(C)cc(=O)[nH]3)c2C)cc1	-6%	2%	nt	28%[9.22 µM]
38	Cc1cc(/C=N/NC(=O)c2cccs2)c(C)n1-c1ccccc1	6%	1%	26%[38.3 µM]	-14%
39	COc1cc2cc(CN(CCCN3CCOCC3)Cc3nnnn3Cc3ccccc3)c(=O)[nH]c2cc1OC	-5%	7%	8%	8%[9.22 µM]
40	CCOc1ccc(-c2cc(C(=O)NCCCN3CCN(CC)CC3)c3ccccc3n2)cc1	0%	0%	7%[38.3 µM]	2%
41	CCCCc1nc(S(=O)(=O)c2ccc(Cl)cc2)c(N2CCOCC2)o1	2%	-10%	5%	4%
42	CNc1nc(-c2ccc3c(c2)OCO3)nc2ccccc12	nt	3%	4%	nt
43	COC(=O)c1ccc(CN(c2ccccc2OC)S(=O)(=O)c2cccs2)o1	3%	6%	20%[38.3 µM]	-3%
44	Cc1ccc(SCC2=NNC(=O)C2)cc1	?	7%	4%[38.3 µM]	2%
45	COc1cccc(NC(=S)NN=C2CCCCCC2)c1	10%	6%	9%	-5%
46	CCCCNc1nc2cccnc2s1	2%	6%	nt	9%[9.22 µM]
47	COc1cc(/C=C(\C#N)C(=O)Nc2ccccc2C(=O)O)cc(Cl)c1OC	4%	21%	-6%	-10%

#	HTT ATP protect	aGlu spleen mod	GAA inh
31	5%[10 µM]	-7%	5%
32	-8%[10 µM]	1%	3%
33	8%[0.074 µM]	5%	-7%
34	-34%	4%	-6%
35	-13%[10 µM]	-22%	-1%
36	17%	0%	?
37	9%[10 µM]	0%	nt
38	3%[10 µM]	-8%	-13%
39	40%[10 µM]	-3%	14%
40	-124%[inhibitor][0.074 µM]	1%	3%
41	8%[10 µM]	7%	-10%
42	-34%[inhibitor]	5%	nt
43	15%[10 µM]	8%	?
44	?	-10%	-5%
45	-60%[inhibitor]	-1%	1%
46	-10%[10 µM]	-9%	nt
47	-31%	0%	8%

Records above that bear a hit mark in GAA glycogen mod.
entry | Compound | GAA glycogen mod | RGS12 GoLoco inh | IMPase Li cell | HTT aggregate | aGlu spleen mod | GAA inh
23 | N#C/C(=C\c1ccc(O)c(O)c1)C(=O)N1CCCC1 | 2.8µM* | 6% | 22% | -3% | -21% | -3%

Compound profiles, as listed above:
`CN(C(=O)c1coc(=O)c2ccccc12)c1ccc(F)cc1` is entered as GAA glycogen mod = 10%; RGS12 GoLoco inh = nt; IMPase Li cell = nt; HTT aggregate = -4%; HTT ATP protect = 17%; aGlu spleen mod = 0%; GAA inh = ?
`Cc1cc(Cl)ccc1NC(=O)C1CCCN1C(=O)c1cccs1` (stereo not drawn) is entered as GAA glycogen mod = -1%; RGS12 GoLoco inh = -7%; IMPase Li cell = 4%; HTT aggregate = -7%; HTT ATP protect = 8%[0.074 µM]; aGlu spleen mod = 5%; GAA inh = -7%

Assay outcomes (PubChem BioAssay)

These rows are one share of the data (hit frequency here may not be typical).
